# High-throughput results as filed in PubChem.
# tim23-1 inh: inhibits growth of tim23-1 mutant yeast. S. cerevisiae tim23-1 growth, BacTiter-Glo luminescence, 24 h. inhibition, % at 20 µM. hit rate 1.3% among 330,000. AID 463212;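 active = growth inhibition of the mutant yeast at or above 50%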;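 also: temperature-sensitive mutant grown at 25 °C; plate controls were DMSO-treated mutant yeast for no effect and medium wells lacking yeast for full effect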
# GRIN3A LBD mod: modulates the human NR3A ligand-binding domain. Tm shift relative to glycine control, % at 25 µM. AID 1259313. hit rate 2.5% among 340,000. NR3A LBD differential scanning fluorimetry, Tm shift; 0% = protein alone, 100% = glycine-bound protein;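 active = melting temperature shift of at least 10% of the positive control shift, at one fixed dose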
# APJ antagonist: APJ receptor antagonism; CHO-K1 APJ beta-arrestin complementation, luminescence; inhibition, % at 20 µM; hit rate 0.32% among 330,000; AID 2521; P35414;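 active = inhibition above about 40% at 20 µM, limit read from the data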;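 also: cells challenged with 10 nM apelin-13 agonist together with compound; plate controls were apelin-13 plus DMSO wells for no effect and DMSO wells lacking apelin-13 for full effect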
# Target sequence (P35414 whole entry, looked up): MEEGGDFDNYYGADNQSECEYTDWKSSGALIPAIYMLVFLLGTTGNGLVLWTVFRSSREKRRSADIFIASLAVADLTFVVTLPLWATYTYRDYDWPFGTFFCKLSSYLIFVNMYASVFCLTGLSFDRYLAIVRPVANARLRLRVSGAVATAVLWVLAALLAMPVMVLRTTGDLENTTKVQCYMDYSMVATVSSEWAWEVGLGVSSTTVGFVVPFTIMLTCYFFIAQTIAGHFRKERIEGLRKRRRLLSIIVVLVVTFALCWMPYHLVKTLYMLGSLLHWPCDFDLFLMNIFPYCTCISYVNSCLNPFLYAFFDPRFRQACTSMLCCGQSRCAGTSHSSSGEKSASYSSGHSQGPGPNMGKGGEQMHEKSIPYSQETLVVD
# TIM10 inh: inhibits growth of TIM10 yeast strain; inhibition, % at 10 µM; S. cerevisiae TIM10 strain growth, BacTiter-Glo luminescence, 24 h; hit rate 1.4% among 330,000; AID 463195;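 active = inhibition of 40% or more at the single tested concentration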;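 also: wild-type TIM10 isogenic control strain grown at permissive 25 °C; 0% = DMSO yeast wells and 100% = minimal medium wells without yeast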
# NLRP3 yeast inh: NALP3 inhibition in yeast | Yeast reconstituted NLRP3/ASC/caspase-1, beta-gal luminescence, 24 h | AID 2825 | inhibition, % at 10 µM | hit rate 0.39% among 330,000;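 active = inhibition of 50% or more; inactive = inhibition below 50%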;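 also: plate controls were induced DMSO wells for no effect and uninduced yeast grown without galactose for full effect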
# tim10-1 inh: tim10-1 yeast growth inhibition; S. cerevisiae tim10-1 ts strain growth, BacTiter-Glo, 24 h; inhibition, % at 20 µM; hit rate 2.2% among 330,000; AID 463190;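 active = inhibition of at least 40%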;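 also: mutant grown at 25 °C; 0% = DMSO wells with yeast and 100% = wells holding no yeast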
# beta cell repl: induces beta-cell replication in MIN6 cells | proliferation, % at 10 µM | MIN6 cells proliferation, ATPlite luminescence, 48 h; cells starved in 0.2% serum; 100% = growth in 10% serum | AID 2380 | hit rate 0.29% among 330,000;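 active = compounds whose signal lies at least 3.5 SD above the mean of all wells on their plate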;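 also: 0% = DMSO-treated cells in low-serum medium and 100% = 10% serum control; some compounds called inactive have numbers as strong as hits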
# MPTP inh: inhibitors of mitochondrial permeability transition pore | AID 602449 | inhibition, % at 10 µM | isolated mouse mitochondria, Ca2+ swelling absorbance, 30 min | hit rate 1.4% among 360,000;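 active = inhibition of 50% or more, scaled per plate between neutral and stimulator controls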;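 also: 0% = DMSO wells given calcium and 100% = 1 mM EGTA wells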
# APJ ag: agonists of human APJ apelin receptor; hit rate 0.11% among 330,000; CHO-K1 APJ PathHunter beta-arrestin, luminescence; 0% DMSO wells, 100% apelin; activation, % at 20 µM;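 active = activation more than six SD over the plate average, tested at 20 µM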;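 also: 0% = DMSO alone and 100% = apelin-13 at 10 nM; some results filed as inactive read as strong as hits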
#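 Test system: CHO-K1 APJ beta-arrestin complementation cell line | Compound: Single test compound dose, 20 µM final, 1% DMSO | Incubation: Compound 90 min 25 °C, reagent 1 h | Measured by: beta-gal luminescence | Read-out basis: APJ–arrestin association signal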
# * hit, by the source's call; · = not tested or not shown. Hits appear at their usual frequency; about 7.2% have a hit in one of these screens.
# Under each structure – beta cell repl | GRIN3A LBD mod | tim23-1 inh | APJ antagonist | APJ ag | MPTP inh | NLRP3 yeast inh | TIM10 inh | tim10-1 inh
> Cc1cccnc1NC(=O)Nc1ccc(Cl)cc1
 : -1 | -1 | 9 | -9 | -3 | -0.7 | 28 | 5 | 12
> CCN1CCN(C(=O)CSCc2nc(-c3ccc(OC)c(OC)c3)oc2C)CC1
 : 1 | 0 | 17 | 4 | -2 | -2.4 | 10 | -4 | 2
> CCN1CCN(c2nc(C)nc3c2sc(=S)n3C)CC1
 : 9 | -2 | -11 | -20 | -3 | -1.3 | 12 | -8 | 2
> CCOc1ccc(N(CC(=O)NCc2ccc(F)cc2)S(=O)(=O)c2c(C)noc2C)cc1
 : -6 | -5 | -5 | 26 | -3 | -0.1 | 4 | 0 | 20
> CC(CC(=O)O)CC(=O)Nc1ccc(S(N)(=O)=O)cc1 (stereo not drawn)
 : -4 | 0 | 0 | 2 | -2 | -1.6 | 8 | 4 | -1
> O=C(c1ccco1)N1N=C(c2cccs2)CC1c1ccco1 (stereo not drawn)
 : 3 | -3 | 37 | 3 | -2 | 1.1 | -10 | 20 | 41*
> Cn1ncc2c(O/N=C(\N)c3ccc(C(F)(F)F)cc3)ncnc21
 : -4 | 0 | 79* | -45 | 27 | -0.8 | 15 | 74* | 52*
> CCOC(=O)C(NC(C)=O)(OCc1ccc(F)cc1)C(F)(F)F (stereo not drawn)
 : -3 | 0 | 15 | -13 | -4 | -0.1 | 18 | -2 | 14
> Cc1c(C#N)c(SCC(N)=O)nc2c1CCCC2
 : -3 | -2 | 6 | -18 | 1 | -3.1 | 13 | -21 | 14
> O=C(NCCc1ccc(F)cc1)Nc1ccccc1Cl
 : -1 | 2 | 25 | 6 | -6 | -0.9 | 16 | 7 | 15
> O=C(C1CCC1)N1CCc2cc(S(=O)(=O)NCCCN3CCCCC3)ccc21
 : -3 | 0 | 11 | 17 | 2 | -0.8 | 8 | 7 | 2
> CCOC(=O)N1CCN(C(=O)C2CCN(S(=O)(=O)c3ccc(NC(C)=O)cc3)CC2)CC1
 : 0 | 3 | 6 | -5 | -1 | -1.1 | 3 | 2 | 6
> COc1ccccc1NC(=O)NCCN1CCN(c2cccc(Cl)c2)CC1
 : -3 | -1 | 19 | 26 | -5 | 3.1 | 8 | 18 | 7
> CCOc1ccc(NC(=O)CN(C)C(=O)CN2C(=O)c3ccc([N+](=O)[O-])cc3C2=O)cc1OCC
 : 2 | 2 | -11 | -13 | 1 | -0.1 | 13 | -2 | -3
> CCOC(=O)C(=O)C1=C(N2CCOCC2)/C(=C\c2cccc([N+](=O)[O-])c2)CC1
 : -3 | 1 | 47 | 8 | -4 | -1.0 | -1 | 22 | 41*
> COc1ccc(-n2c(SCC(=O)/C(C#N)=C(\C)N)nc3ccccc3c2=O)cc1OC
 : -2 | 0 | -22 | -3 | -3 | -0.5 | 17 | -8 | -8
> COc1ccc2occ(NC(C)=O)c2c1
 : 3 | 0 | 7 | 0 | -5 | 0.9 | 12 | 1 | 11
> Cc1ccc(S(=O)(=O)NCCC(=O)NC2CCCC2)cc1
 : 0 | -11 | 1 | -10 | 0 | 0.3 | -4 | -1 | -10
> COc1cc(CN(C(=S)NCC(=O)NC2CC2)C2CCCC2)cc(OC)c1OC
 : 0 | 0 | 8 | 3 | 4 | -19 | 1 | 8 | 19
> CC(C)C[C@H](NC(=O)[C@@H]1Cc2ccccc2CN1)C(=O)Nc1ccc(C(C)C)cc1
 : -6 | 0 | 18 | 6 | -6 | 0.3 | 2 | 7 | 21
> COC(=O)c1cc(C(=O)N2CCOCC2)cc([N+](=O)[O-])c1
 : -5 | -1 | 8 | -23 | -2 | -0.2 | 1 | -2 | -3
> Cc1ccc(C(=O)NCCNC(=O)COc2ccc(Cl)cc2)cn1
 : 0 | 2 | -1 | 16 | -1 | -1.3 | 1 | 4 | -15
> COc1cccc(/C=N/NC(=S)Nc2cccc(C(=O)O)c2)c1
 : -2 | 1 | 6 | 1 | -2 | -1.1 | 19 | 5 | 13
> CC(=O)NCCc1ccc(S(=O)(=O)N(C)C2CCS(=O)(=O)C2)cc1 (stereo not drawn)
 : -1 | 0 | -4 | 10 | -1 | -1.2 | 0 | -13 | 18
> COc1ccc2[nH]c3c(c2c1)CCN1C(=O)C(CC(=O)NCC24CC5CC(CC(C5)C2)C4)C[C@H](C(=O)N2CCOCC2)[C@@]31CCC1CCCC1 (stereo partly drawn)
 : · | 0 | 33 | · | · | -4.5 | · | 2 | 11
> CN(Cc1n[nH]c(=S)n1C)S(=O)(=O)c1ccccc1
 : -2 | -2 | 15 | -5 | -2 | 0.3 | 20 | 19 | 14
> Cc1oc(-c2ccccc2F)nc1CS(=O)CC(=O)NCc1ccc(Cl)cc1 (stereo not drawn)
 : 1 | 0 | 4 | 16 | 1 | -1.0 | 3 | 8 | 27
> O=C(CN1C(=O)C2C3C=CC(C3)C2C1=O)NCc1ccccc1 (stereo not drawn)
 : 1 | 0 | 5 | 23 | -1 | -1.9 | 16 | -1 | 9
> CCOC(=O)N1CCN(S(=O)(=O)c2ccc3c4c(cccc24)C(=O)N3)CC1
 : 7 | 2 | 9 | -6 | -3 | 0.2 | 3 | 0 | 7
> CC(C)(C)NC(=O)CN(C(=O)C1(C)CC(=O)N=C2C=CC=CN21)C1CCCC1 (stereo not drawn)
 : -1 | 0 | 5 | -19 | -1 | 0.6 | 0 | -6 | 3
> CC(C)Oc1ccccc1/C=N/n1nnnc1N
 : 0 | 4 | 8 | -6 | 2 | 1.9 | 18 | -6 | 10
> CC(C)C1O/C(=N/C(=O)Nc2ccc(Cl)c(Cl)c2)NC1=O (stereo not drawn)
 : -6 | -6 | 50 | -16 | 23 | 93* | 11 | 36 | 57*
> O=C(COC(=O)C1CCCO1)Nc1cccc(C(F)(F)F)c1 (stereo not drawn)
 : -1 | 0 | 2 | -9 | 0 | -0.8 | 6 | -20 | 11
> CC1=C(C)CC(C(=O)NCc2ccccc2F)C(C(=O)O)C1 (stereo not drawn)
 : 1 | · | 7 | 7 | 0 | -0.6 | 19 | -1 | 6
> COc1cc(/C=C/C(=O)OCC(=O)c2ccc3c(c2)NC(=O)CO3)ccc1OC(F)F
 : 0 | 0 | -19 | 3 | 0 | -0.5 | 10 | -11 | -1
> CSc1cccc(NC(=O)CN(C)S(=O)(=O)c2ccccc2)c1
 : 0 | 0 | 9 | -4 | 2 | -2.3 | 8 | 1 | 14
> COc1ccc(NC(=O)C2CC(=O)OC2(C)C)cc1 (stereo not drawn)
 : -3 | 0 | 15 | 5 | -2 | -0.8 | 18 | 13 | 11
> CCN(CC(=O)Nc1ccc(OC)cc1)CC(=O)Nc1cccc(C#N)c1
 : -4 | 2 | 7 | 6 | -2 | 1.3 | 1 | -5 | 8
> O=C(NCc1ccco1)/C(=C/C=C\c1ccccc1)NC(=O)c1ccc(Br)o1
 : 6 | 0 | 7 | 17 | -3 | 1.6 | -9 | 4 | 3
> O=C(CSc1cn[nH]n1)Nc1ccc(Cl)cc1Cl
 : 0 | 1 | 4 | 21 | 1 | 0.6 | 2 | 5 | -7
> CCOC(=O)c1sc(=NC(=O)c2ccc(Cl)s2)n(C)c1C
 : -1 | -1 | -4 | -9 | -2 | 0.4 | 8 | 27 | -3
> COc1ccc(NC(=O)CSc2nnc(NC(=O)C3CC3)s2)cc1OC
 : 1 | -2 | -1 | 6 | -2 | -1.2 | 1 | 1 | -6
> COc1ccccc1N(CC(=O)NCCSC(C)(C)C)S(C)(=O)=O
 : -2 | 1 | 7 | 1 | 1 | -1.4 | 13 | -2 | -12
> COc1ccccc1C(=O)NCCCNc1ccc([N+](=O)[O-])cc1
 : 0 | 4 | -8 | 6 | 1 | 1.2 | 30 | -8 | -2
> CCN(CC(=O)NCc1cccs1)C(=O)c1cccc(S(=O)(=O)Nc2cccc(C)c2)c1
 : 1 | 1 | 9 | 12 | -2 | 1.0 | 3 | 10 | 4
> CC(C)(C)C(=O)COC(=O)CNC(=O)c1ccc(Oc2ccccc2)cc1
 : 0 | 1 | 8 | 2 | -1 | -2.2 | 5 | -9 | 12
> COc1ccc(NC(=O)CSc2nnnn2C2CC3C=CC2C3)cc1 (stereo not drawn)
 : -3 | -1 | 26 | 35 | -6 | 6.3 | -1 | -6 | 31

# Arranged by length of the SMILES (ascending): 15 of the compounds above.
# Under each structure – beta cell repl | GRIN3A LBD mod | tim23-1 inh | APJ antagonist | APJ ag | MPTP inh | NLRP3 yeast inh | TIM10 inh | tim10-1 inh
> CC(C)Oc1ccccc1/C=N/n1nnnc1N
 : 0 | 4 | 8 | -6 | 2 | 1.9 | 18 | -6 | 10
> O=C(CSc1cn[nH]n1)Nc1ccc(Cl)cc1Cl
 : 0 | 1 | 4 | 21 | 1 | 0.6 | 2 | 5 | -7
> COc1ccc(NC(=O)C2CC(=O)OC2(C)C)cc1 (stereo not drawn)
 : -3 | 0 | 15 | 5 | -2 | -0.8 | 18 | 13 | 11
> O=C(COC(=O)C1CCCO1)Nc1cccc(C(F)(F)F)c1 (stereo not drawn)
 : -1 | 0 | 2 | -9 | 0 | -0.8 | 6 | -20 | 11
> CC1=C(C)CC(C(=O)NCc2ccccc2F)C(C(=O)O)C1 (stereo not drawn)
 : 1 | · | 7 | 7 | 0 | -0.6 | 19 | -1 | 6
> CSc1cccc(NC(=O)CN(C)S(=O)(=O)c2ccccc2)c1
 : 0 | 0 | 9 | -4 | 2 | -2.3 | 8 | 1 | 14
> COc1ccccc1N(CC(=O)NCCSC(C)(C)C)S(C)(=O)=O
 : -2 | 1 | 7 | 1 | 1 | -1.4 | 13 | -2 | -12
> COc1ccccc1C(=O)NCCCNc1ccc([N+](=O)[O-])cc1
 : 0 | 4 | -8 | 6 | 1 | 1.2 | 30 | -8 | -2
> CCN(CC(=O)Nc1ccc(OC)cc1)CC(=O)Nc1cccc(C#N)c1
 : -4 | 2 | 7 | 6 | -2 | 1.3 | 1 | -5 | 8
> CC(C)(C)C(=O)COC(=O)CNC(=O)c1ccc(Oc2ccccc2)cc1
 : 0 | 1 | 8 | 2 | -1 | -2.2 | 5 | -9 | 12
> O=C(NCc1ccco1)/C(=C/C=C\c1ccccc1)NC(=O)c1ccc(Br)o1
 : 6 | 0 | 7 | 17 | -3 | 1.6 | -9 | 4 | 3
> CCOC(=O)N1CCN(S(=O)(=O)c2ccc3c4c(cccc24)C(=O)N3)CC1
 : 7 | 2 | 9 | -6 | -3 | 0.2 | 3 | 0 | 7
> CC(C)(C)NC(=O)CN(C(=O)C1(C)CC(=O)N=C2C=CC=CN21)C1CCCC1 (stereo not drawn)
 : -1 | 0 | 5 | -19 | -1 | 0.6 | 0 | -6 | 3
> COc1cc(/C=C/C(=O)OCC(=O)c2ccc3c(c2)NC(=O)CO3)ccc1OC(F)F
 : 0 | 0 | -19 | 3 | 0 | -0.5 | 10 | -11 | -1
> CCN(CC(=O)NCc1cccs1)C(=O)c1cccc(S(=O)(=O)Nc2cccc(C)c2)c1
 : 1 | 1 | 9 | 12 | -2 | 1.0 | 3 | 10 | 4
